TcdB GH inh: blocks C. difficile toxin B glycohydrolase activity; P18177; TcdB glycohydrolase enzymatic assay, plate reader; inhibition, % at 9.99 µM; 350,000 tested, 0.24% active; AID 652162; in the data active = inhibition above about 10%
The depositor's hits bear a star. Some of the compounds tested; the hit share may differ from the screen's.

SMILES	TcdB GH inh
O=C(C[C@H]1CC[C@@H]2[C@H](COC[C@H](O)CN2CC2CCCCC2)O1)NCc1ccc(Cl)cc1	-0.5
C[C@@H]1CCCCO[C@@H](CN(C)C(=O)Nc2ccc3c(c2)OCO3)[C@H](C)CN([C@@H](C)CO)C(=O)c2cc(NC(=O)c3ccccc3)ccc2O1	-0.7
C[C@@H]1CN([C@H](C)CO)C(=O)c2cccc(N(C)C)c2O[C@H]1CN(C)Cc1ccc2c(c1)OCO2	0.4
O=C(C[C@H]1CC[C@@H]2[C@H](COC[C@@H](O)CN2Cc2cccc(C(F)(F)F)c2)O1)NCc1ccccc1	-0.2
COCC(=O)N1CC(=O)N2[C@H](C1)[C@H](c1ccc(-c3cccnc3)cc1)[C@@H]2CO	-0.4
C[C@@H]1CN([C@H](C)CO)C(=O)c2cc(NS(=O)(=O)c3ccccc3)ccc2O[C@H]1CN(C)Cc1ccccc1	1.4
C[C@@H]1CN([C@H](C)CO)C(=O)c2cccc(NS(=O)(=O)c3ccc(F)cc3)c2O[C@@H]1CN(C)CC1CCCCC1	1.3
C[C@H](CO)N1C[C@H](C)[C@H](CN(C)Cc2ccc(Oc3ccccc3)cc2)Oc2ncc(-c3cccnc3)cc2C1=O	-0.6
CO[C@H]1CN(C)C(=O)c2cc(NC(=O)C3CCC3)ccc2OC[C@H](C)NC[C@H]1C	-0.9
O=C(N[C@H]1CC[C@H](CCNS(=O)(=O)c2ccc(F)cc2)O[C@H]1CO)C1CCOCC1	0.5
C[C@@H]1CN([C@H](C)CO)C(=O)c2cc(NS(C)(=O)=O)ccc2O[C@@H](C)CCCCO[C@@H]1CN(C)S(=O)(=O)c1cn(C)cn1	-3.2
CCC(=O)Nc1ccc2c(c1)C(=O)N(C)C[C@H](OC)[C@H](C)CN[C@H](C)CO2	-0.9
CN(C)CC(=O)N1CC2(C1)[C@H](c1ccccc1)[C@@H](CO)N2S(C)(=O)=O	-0.7
O=C(C[C@@H]1CC[C@@H](NS(=O)(=O)c2ccccc2F)[C@@H](CO)O1)NCCCN1CCOCC1	1.3
COC(=O)C[C@@H]1C[C@@H]2c3cc(NC(=O)C4CCOCC4)ccc3O[C@@H]2[C@H](CO)O1	1.3
COc1ccccc1CNC(=O)C[C@@H]1CC[C@@H](NC(=O)CN(C)C)[C@H](CO)O1	-0.8
O=C1CN(S(=O)(=O)c2ccccc2)C[C@H]2[C@H](c3ccc(C#CCc4ccccc4)cc3)[C@H](CO)N12	-0.2
C[C@@H]1CN([C@H](C)CO)C(=O)Cc2cc(NS(C)(=O)=O)ccc2O[C@H]1CN(C)Cc1ccccc1	1.7
C[C@@H]1CN([C@@H](C)CO)C(=O)Cc2cc(NC(=O)c3ccncc3)ccc2O[C@@H]1CN(C)Cc1ccncc1	-0.3
Cc1ccc(S(=O)(=O)N2CC3C(=O)C[C@@H](c4ccccc4)N(S(=O)(=O)c4cccc(Cl)c4)C3CC2c2ccccc2)cc1 (some centres not stated)	0.2
C[C@H](CO)N1C[C@H](C)[C@H](CN(C)Cc2ccccc2)Oc2cc(-c3ccncc3)ccc2S1(=O)=O	-0.1
O=C(c1ccc2c(c1)OCO2)N1C[C@H]2[C@@H](c3ccccc31)[C@@H](CO)N2CC1CCCC1	-0.6
C[C@H](CO)N1C[C@H](C)[C@H](CN(C)Cc2ccncc2)Oc2ccc(NC(=O)NC3CCCCC3)cc2C1=O	-0.5
CC(C)NC(=O)N(C)C[C@@H]1Oc2ccc(NS(C)(=O)=O)cc2CC(=O)N([C@H](C)CO)C[C@@H]1C	0.3
O=C(C1CCC1)N1CCCCN2[C@H](CO)[C@@H](c3ccc(C#CC4CCCC4)cc3)[C@@H]2C1	0.5
COc1ccc(C#Cc2ccc([C@@H]3[C@H](CO)N4CCCCN(C(=O)c5ccncc5)C[C@@H]34)cc2)cc1	0.8
CCCNC(=O)C[C@H]1C[C@@H]2c3cc(NC(=O)Nc4ccccc4F)ccc3O[C@@H]2[C@@H](CO)O1	-9.0
C[C@@H]1CN([C@H](C)CO)C(=O)c2cc(N(C)C)ccc2O[C@@H](C)CCCCO[C@H]1CN(C)C(=O)c1ccccc1	-8.7
O=C1CN(S(=O)(=O)Cc2ccccc2)C[C@H]2[C@H](c3ccc(C#Cc4ccccc4)cc3)[C@@H](CO)N12	-2.1
C[C@@H]1CN([C@H](C)CO)C(=O)c2cc(-c3cncnc3)cnc2O[C@@H]1CN(C)C(=O)Nc1ccc2c(c1)OCO2	-0.3
O=C(NC[C@H]1N[C@H](CO)[C@@H]1c1ccc(-c2cncnc2)cc1)c1ccccc1F	-0.5
C[C@@H]1CN([C@@H](C)CO)C(=O)Cc2cc(NS(=O)(=O)c3ccc(Cl)cc3)ccc2O[C@@H]1CN(C)CC1CCCCC1	0.0
COc1ccc(NC(=O)Nc2ccc3c(c2)CC(=O)N([C@H](C)CO)C[C@H](C)[C@H](CN(C)C(=O)Nc2ccccc2)O3)cc1	0.2
Cc1noc(C)c1NC(=O)Nc1ccc2c(c1)C(=O)N([C@H](C)CO)C[C@@H](C)[C@@H](CN(C)Cc1ccc(C(F)(F)F)cc1)OCCCC[C@H](C)O2	-0.3
O=C(NCC[C@H]1CC[C@@H](NC(=O)c2ccc3c(c2)OCO3)[C@@H](CO)O1)Nc1cc(F)ccc1F	0.2
O=C(C1CCCCC1)N1CC2(C1)[C@H](c1ccccc1)[C@@H](CO)N2CC1CCCC1	0.3
O=C(C[C@@H]1CC[C@H](NC(=O)CN2CCOCC2)[C@H](CO)O1)NCCc1ccccc1	0.2
CN(C)C(=O)c1ccc(-c2ccc3c(c2)[C@@H]2[C@@H](CCN2C(=O)c2ccccc2)[C@H](CO)N3)cc1	1.1
C[C@@H]1CCCCO[C@@H](CN(C)Cc2ccc(Cl)c(Cl)c2)[C@@H](C)CN([C@@H](C)CO)C(=O)c2cc(NC(=O)Nc3ccc(C(F)(F)F)cc3)ccc2O1	-0.1
CNC[C@H]1Oc2ccc(N(C)C)cc2CC(=O)N([C@H](C)CO)C[C@H]1C	-7.0
C[C@@H]1CN([C@H](C)CO)C(=O)Cc2cc(NS(=O)(=O)c3ccc(F)cc3)ccc2O[C@H]1CN(C)CC1CC1	1.1
O=C(NC[C@@H]1[C@@H](c2ccccc2)[C@@H](CO)N1Cc1cccnc1)C1CCCC1	-0.8
COc1ccc(S(=O)(=O)N[C@@H]2C=C[C@@H](CC(=O)NCc3ccccc3F)O[C@@H]2CO)cc1	-3.2
COc1ccc(NC(=O)N(C)C[C@@H]2Oc3ccc(NC(=O)CCC(F)(F)F)cc3C(=O)N([C@H](C)CO)C[C@H]2C)cc1	0.5
COCC(=O)Nc1ccc2c(c1)C(=O)N(C)C[C@H](OC)[C@@H](C)CN(Cc1cccnc1)[C@@H](C)CO2	-1.3
COC(=O)[C@H](Cc1ccccc1)N1CC2=C[C@H](C3CC3)n3c(=O)n(C)c(=O)n3[C@@H]2[C@H]1[C@H](O)Cc1ccccc1	0.1
C[C@@H]1CN([C@H](C)CO)C(=O)c2cccc(NC(=O)Nc3ccc4c(c3)OCO4)c2O[C@@H]1CN(C)S(=O)(=O)c1ccc(F)cc1	0.7
COC(=O)[C@@H]1[C@@H](CO)[C@@H]2Cn3c(ccc(C4=CCCCC4)c3=O)[C@@H]2N1C(=O)C1CC1	-0.4
C[C@H](CO)N1C[C@H](C)[C@@H](CN(C)S(=O)(=O)c2ccc(F)cc2)Oc2ccc(NC(=O)Nc3ccccc3)cc2CC1=O	-2.3
CCC(=O)N(C)C[C@H]1Oc2cc(-c3ccncc3)ccc2S(=O)(=O)N([C@@H](C)CO)C[C@@H]1C	0.1
O=C(C[C@@H]1C[C@@H]2c3cc(NC(=O)C4CCOCC4)ccc3O[C@@H]2[C@@H](CO)O1)NC1CCCCC1	-0.3
C[C@H](CO)N1C[C@H](C)[C@@H](CN(C)C(=O)c2ccccc2)OCCCC[C@H](C)Oc2ccc(NS(=O)(=O)c3cccs3)cc2C1=O	0.0
CNC[C@@H]1Oc2ccc(NC(=O)Cc3cn(C)c4ccccc34)cc2CC(=O)N([C@H](C)CO)C[C@@H]1C	-0.8
CCNC(=O)N(C)[C@H]1C[C@@H](c2ccccc2)N(C(C)=O)C[C@H]1CO	2.1
C[C@@H]1CCCCO[C@H](CN(C)Cc2ccncc2)[C@H](C)CN([C@@H](C)CO)C(=O)c2cc(NC(=O)Nc3ccc4c(c3)OCO4)ccc2O1	0.3
COCC#Cc1ccc([C@H]2[C@H](CO)N3CCCCN(S(=O)(=O)c4ccccc4F)C[C@@H]23)cc1	0.4
Cc1cc(C(=O)Nc2cccc3c2O[C@@H](CN(C)C(=O)NC2CCCCC2)[C@@H](C)CN([C@@H](C)CO)C3=O)n(C)n1	0.0
O=C(C[C@@H]1C=C[C@H](NC(=O)Nc2cc(F)ccc2F)[C@H](CO)O1)Nc1ccccc1	1.1
COc1cccc(CNC(=O)[C@H]2[C@H](CO)[C@H]3Cn4c(ccc(-c5cccnc5)c4=O)[C@@H]2N3C(C)=O)c1	0.2
CC(C)CC#Cc1ccc2c(c1)O[C@@H](CN(C)C(=O)Cc1ccccn1)[C@@H](C)CN([C@H](C)CO)S2(=O)=O	0.1
Continued.
SMILES	TcdB GH inh
N#C[C@H]1[C@@H](c2ccccc2C2=CCCC2)[C@@H](CO)N1C(=O)Cc1ccncc1	-10
COCC(=O)N1CCCCN2[C@H](C1)[C@H](c1ccc(C#Cc3cccnc3)cc1)[C@@H]2CO	-1.0
C[C@@H]1CCCCO[C@@H](CN(C)Cc2ccc(C(=O)O)cc2)[C@H](C)CN([C@@H](C)CO)C(=O)c2cc(NC(=O)Nc3ccc4c(c3)OCO4)ccc2O1	-0.1
C[C@@H]1CCCCO[C@@H](CN(C)C(=O)Nc2ccc(C(F)(F)F)cc2)[C@H](C)CN([C@@H](C)CO)C(=O)c2cc(NC(=O)C3CCCCC3)ccc2O1	0.2
COc1ccc(S(=O)(=O)Nc2ccc3c(c2)C(=O)N([C@H](C)CO)C[C@H](C)[C@H](CN(C)S(C)(=O)=O)O3)cc1	-0.8
O=C(C[C@@H]1C[C@@H]2c3cc(NC(=O)Cc4ccncc4)ccc3O[C@@H]2[C@@H](CO)O1)NCc1cccc(F)c1	0.7
C[C@@H]1CN([C@H](C)CO)S(=O)(=O)c2ccc(C#CC3CC3)cc2O[C@H]1CN(C)Cc1ccccc1	1.3
C[C@H](CO)N1C[C@H](C)[C@@H](CN(C)C(=O)NC2CCCCC2)OCCCC[C@H](C)Oc2ccc(NC(=O)Cc3ccccc3)cc2C1=O	0.2
COc1ccccc1S(=O)(=O)N[C@H]1C=C[C@@H](CC(=O)NCc2cccc(F)c2)O[C@H]1CO	-0.2
COc1ccc(CN(C)C[C@H]2Oc3c(NS(=O)(=O)c4ccccc4)cccc3C(=O)N([C@@H](C)CO)C[C@@H]2C)cc1	-0.9
C[C@@H]1CN([C@H](C)CO)C(=O)c2cc(NS(=O)(=O)c3cccs3)ccc2O[C@@H]1CN(C)Cc1ccc(Oc2ccccc2)cc1	-1.0
CO[C@@H](CN(C)Cc1ccc2c(c1)OCO2)[C@H](C)CN(C(=O)c1ccccc1)[C@H](C)CO	-2.0
C[C@@H]1CCCCO[C@@H](CN(C)C(=O)Nc2cccc3ccccc23)[C@H](C)CN([C@@H](C)CO)C(=O)c2cc(NC(=O)c3ccccc3)ccc2O1	0.3
C[C@H](CO)N1C[C@H](C)[C@H](CN(C)C(=O)Nc2ccccc2)Oc2c(NC(=O)NC3CCCCC3)cccc2C1=O	0.8
CCC(=O)N1CC(=O)N2[C@H](CO)[C@H](c3ccc(-c4cccnc4)cc3)[C@@H]2C1	-17
COc1ccc(S(=O)(=O)N(C)C[C@H]2Oc3ncc(/C=C/c4ccccc4)cc3C(=O)N([C@H](C)CO)C[C@@H]2C)cc1	0.8
N#C[C@H]1[C@H](c2ccccc2C2=CCCCC2)[C@H](CO)N1C(=O)CN1CCOCC1	0.0
C[C@@H]1CN([C@H](C)CO)C(=O)c2cccc(NC(=O)C3CCOCC3)c2O[C@H]1CN(C)C(=O)Nc1ccc(C(F)(F)F)cc1	0.6
CO[C@H]1CC[C@H]2CCN(C)C(=O)[C@H](C)[C@@H](OC)CN(C)C(=O)c3cccc(C#N)c3OC[C@@H]1O2	-0.1
O=C(NC1CCC1)[C@@H]1[C@@H](CO)[C@@H]2Cn3c(ccc(-c4cccc(F)c4)c3=O)[C@H]1N2Cc1cocn1	0.9
C[C@@H]1CN([C@@H](C)CO)S(=O)(=O)c2ccc(C#C[C@@H](C)O)cc2O[C@@H]1CN(C)C(=O)C1CC1	-0.6

Structures listed so far with an aryl methoxy group (ten):
SMILES	TcdB GH inh
COc1ccccc1CNC(=O)C[C@@H]1CC[C@@H](NC(=O)CN(C)C)[C@H](CO)O1	-0.8
COc1ccc(C#Cc2ccc([C@@H]3[C@H](CO)N4CCCCN(C(=O)c5ccncc5)C[C@@H]34)cc2)cc1	0.8
COc1ccc(NC(=O)Nc2ccc3c(c2)CC(=O)N([C@H](C)CO)C[C@H](C)[C@H](CN(C)C(=O)Nc2ccccc2)O3)cc1	0.2
COc1ccc(S(=O)(=O)N[C@@H]2C=C[C@@H](CC(=O)NCc3ccccc3F)O[C@@H]2CO)cc1	-3.2
COc1ccc(NC(=O)N(C)C[C@@H]2Oc3ccc(NC(=O)CCC(F)(F)F)cc3C(=O)N([C@H](C)CO)C[C@H]2C)cc1	0.5
COc1cccc(CNC(=O)[C@H]2[C@H](CO)[C@H]3Cn4c(ccc(-c5cccnc5)c4=O)[C@@H]2N3C(C)=O)c1	0.2
COc1ccc(S(=O)(=O)Nc2ccc3c(c2)C(=O)N([C@H](C)CO)C[C@H](C)[C@H](CN(C)S(C)(=O)=O)O3)cc1	-0.8
COc1ccccc1S(=O)(=O)N[C@H]1C=C[C@@H](CC(=O)NCc2cccc(F)c2)O[C@H]1CO	-0.2
COc1ccc(CN(C)C[C@H]2Oc3c(NS(=O)(=O)c4ccccc4)cccc3C(=O)N([C@@H](C)CO)C[C@@H]2C)cc1	-0.9
COc1ccc(S(=O)(=O)N(C)C[C@H]2Oc3ncc(/C=C/c4ccccc4)cc3C(=O)N([C@H](C)CO)C[C@@H]2C)cc1	0.8

Assay outcomes from PubChem.
